DAGLB inhibitor: diacylglycerol lipase beta (human) inhibition; HEK293T DAGLB membrane lysate, EnzChek fluorogenic substrate; AID 504411; 340,000 tested, 0.059% active; Q8NCG7; inhibition, % at 5.17 µM; in the data active = inhibition above about 34%;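 also: 0% = enzyme with vehicle and 100% = wells lacking enzyme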
RTF Ca sens inh: cardiac RTF calcium desensitization; 340,000 tested, 0.12% active; inhibition, % at 7.15 µM; AID 493244; IANBD-labeled cardiac RTF, Ca2+ fluorescence;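 active = inhibition above the mean inhibition of all tested compounds plus 3 SD, cut at about 17% in these data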;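 also: assay run at fixed EC70 calcium of 1.6 mM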
SR-BI DiI-HDL act: SR-BI HDL lipid transfer activation | activation, % at 12.5 µM | CHO ldlA[mSR-BI] cells, DiI-HDL uptake fluorescence, 3 h; 100 = double the neutral-control signal | 320,000 tested, 0.096% active;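 active = mean replicate activation of at least 60% and every replicate at or above 60%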;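 also: 0% = median plate neutral-control signal and 100% = twice that signal; values of inactives mirror those of a sister screen read the other way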
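Material: SR-BI-overexpressing, LDLR-lacking CHO cells; schedule: compound exposure 3 h, 37 °C; reagent: DiI-labelled HDL at 10 µg/mL final; technique: bottom-read fluorescence, 550/595 nm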
Keap1-Nrf2 PPI: Keap1-Nrf2 (human) interaction inhibition. 340,000 tested, 0.15% active. inhibition, % at 9.4 µM. Q14145. Keap1 Kelch-Nrf2 peptide fluorescence polarization, 1536-well; in the data active = inhibition above about 12%;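 also: human Keap1 Kelch domain with fluorescein labeled Nrf2 9mer peptide probe; 0% = neutral control wells and 100% = peptide positive control; higher means more block of Keap1 binding to Nrf2 peptide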
Target sequence (Q14145 whole entry, looked up, the tested form may be a part): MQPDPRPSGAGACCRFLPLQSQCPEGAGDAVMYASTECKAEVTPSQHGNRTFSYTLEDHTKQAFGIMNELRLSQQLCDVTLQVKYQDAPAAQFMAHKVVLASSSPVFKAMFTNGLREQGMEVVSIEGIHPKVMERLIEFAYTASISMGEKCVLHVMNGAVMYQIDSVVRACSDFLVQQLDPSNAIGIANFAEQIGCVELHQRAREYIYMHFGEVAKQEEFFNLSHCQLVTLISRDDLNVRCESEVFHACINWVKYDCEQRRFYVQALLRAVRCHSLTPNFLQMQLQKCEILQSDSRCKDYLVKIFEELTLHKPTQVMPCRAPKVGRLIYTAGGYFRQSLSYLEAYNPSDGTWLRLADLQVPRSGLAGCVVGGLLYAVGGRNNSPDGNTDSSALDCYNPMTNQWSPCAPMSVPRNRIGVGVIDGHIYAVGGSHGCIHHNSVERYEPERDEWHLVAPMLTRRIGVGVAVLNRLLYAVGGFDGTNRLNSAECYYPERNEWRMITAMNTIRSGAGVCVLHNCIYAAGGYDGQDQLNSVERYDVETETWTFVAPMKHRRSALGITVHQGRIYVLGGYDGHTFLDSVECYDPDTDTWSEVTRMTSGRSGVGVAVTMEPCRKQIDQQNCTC
PvdQ acylase: blocks Pseudomonas aeruginosa PvdQ acylase activity; 340,000 tested, 0.063% active; purified PvdQ acylase, fluorescence plate reader; inhibition, % at 10 µM; in the data active = inhibition above about 30%, passing the limit was not always enough;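 also: 0% = vehicle neutral wells and 100% = reference inhibitor wells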
LANA DNA inh: blocks KSHV LANA C-terminal domain binding to DNA | MBP-C-LANA/FAM-LBS DNA binding, fluorescence polarization | inhibition, % at 9 µM | 340,000 tested, 0.078% active | AID 504423;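 active = highest replicate inhibition at or above 60% at 9 µM, even if other replicates fall short; inactive = all replicates below 60% inhibition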;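 also: 0% = neutral control wells and 100% = 4 µM acridine orange control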
PKA-R2B activ: activates the human PKA-R2B holoenzyme complex. activation, % at 11.4 µM. PKA-R2B holoenzyme dissociation, Cy5-IP20 fluorescence polarization; R2B truncated from residue 108, S112A mutant; 0% DMSO only, 100% 113 µM cGMP. P22694+P31323. 340,000 tested, 0.079% active. AID 504700;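 active = activation above a cutoff set at the mean over all compounds plus 3 SD, cut at about 18% in these data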;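 also: higher means more holoenzyme dissociation and a rise in polarization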
Target sequence (P31323 whole entry, looked up, other chains not shown, the tested form may be a part): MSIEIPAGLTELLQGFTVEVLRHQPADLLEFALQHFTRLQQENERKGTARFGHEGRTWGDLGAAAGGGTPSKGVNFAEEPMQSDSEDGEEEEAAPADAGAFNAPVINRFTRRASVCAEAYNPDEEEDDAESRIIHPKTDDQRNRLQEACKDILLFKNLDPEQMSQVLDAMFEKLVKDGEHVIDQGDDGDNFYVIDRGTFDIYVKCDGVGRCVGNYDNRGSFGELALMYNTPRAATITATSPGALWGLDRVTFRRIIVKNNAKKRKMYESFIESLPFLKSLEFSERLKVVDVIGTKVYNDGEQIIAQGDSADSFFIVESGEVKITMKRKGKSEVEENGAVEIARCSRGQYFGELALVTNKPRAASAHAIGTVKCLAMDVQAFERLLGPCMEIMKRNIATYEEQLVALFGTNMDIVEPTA
Arrestin-AP2 inh: blocks beta-arrestin peptide binding to AP2 adaptin | FITC-arrestin peptide / GST-AP2 beads, flow cytometry; AP2 beta2 appendage carries R879A mutation | 340,000 tested, 0.31% active | inhibition, % at 10 µM | AID 504490;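 active = inhibition above a set limit, near 3 SD of compounds lacking own fluorescence, cut at about 54% in these data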;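 also: plate controls were DMSO wells for no effect and 5 µM unlabelled arrestin peptide for full effect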
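Measured by: flow cytometry, FL1 (488/535 nm); Material: AP2 appendage R879A on GSH beads; Evaluation: percent response; Timing: pre-incubation 12 min, peptide binding 1 h, room temperature; Also added: 50 nM FITC-arrestin peptide; Medium: PBS with 0.05% Tween 20 and 0.1% BSA.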
NSD2 HMT inh: inhibitors of human histone methyltransferase NSD2; NSD2 peptide methylation, AlphaScreen, 120 min; inhibition, % at 12.5 µM; 310,000 tested, 0.54% active; AID 743445; in the data active = inhibition above about 50%
SR-BI DiI inh: inhibitors of mouse SR-BI mediated HDL lipid uptake. Q61009. ldlA[mSR-BI] CHO cells, DiI-HDL uptake fluorescence, 3 h. inhibition, % at 12.5 µM. 320,000 tested, 0.96% active;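 active = mean replicate inhibition of at least 70% and a set share of replicates each scoring 70 or more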;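 also: 0% = median of neutral control wells and 100% = median of positive control wells; values of inactives mirror those of a sister screen read the other way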
Starred values were filed as active, the others as inactive; nt = not tested or not shown.

SMILES	DAGLB inhibitor	RTF Ca sens inh	SR-BI DiI-HDL act	Keap1-Nrf2 PPI	PvdQ acylase	LANA DNA inh	PKA-R2B activ	Arrestin-AP2 inh	NSD2 HMT inh	SR-BI DiI inh
O=C(CCSc1ccccc1)NCCSc1ccccn1	-3	12	34	1	6	-1.4	-5	19	6	-34
N=C1/C(=C\c2ccc(OC(=O)c3ccc(F)cc3)cc2)C(=O)N=C2SC(N3CCOCC3)=NN12	3	-3	-3	-3	-2	1.5	-9	-1	3	3
Cc1ccc(OCCNC(=O)c2cccc(C)c2)cc1	-4	4	-2	0	9	0.3	-2	51	-2	2
CC12CCC(C(=O)N3CCCCCC3)(OC1=O)C2(C)C (configuration not stated)	1	0	15	-3	-5	0.4	2	-3	1	-15
COCCNC(=O)c1ccc(S(=O)(=O)N2CCCc3ccccc32)cc1	3	-1	-34	-3	-15	-1.2	-1	-5	-3	34
O=C(NC1(C(F)(F)F)NC(=O)N(C2CCCC2)C1=O)C1CC1 (configuration not stated)	-2	-4	-7	1	-13	-1.2	-8	10	2	7
CC(C)C(NS(=O)(=O)c1cccs1)C(=O)N(C)Cc1ccccc1 (configuration not stated)	-1	-1	1	-3	5	-0.7	-15	10	nt	-1
Cc1nc(CSc2nsc(/C=C/N(C)C)c2C#N)cs1	-2	-14	-17	-3	-1	1.5	3	6	nt	17
CN(C)S(=O)(=O)c1cccc(-c2cn3cc(Cl)ccc3n2)c1	0	-14	-6	4	3	0.2	1	39	nt	6
CC(C)(C)c1ccc(S(=O)(=O)N2CCNC(=O)C2)cc1	0	-6	8	-3	-15	0.4	5	-6	0	-8
COc1ccccc1N1CCN(CC(=O)Nc2ccc(CN3CCCCC3)cc2)CC1	1	1	7	2	-1	-3.2	-7	12	nt	-7
COc1ccc(-c2cc(C(=O)OCC(=O)NC3CC3)c3ccccc3n2)cc1OC	-1	0	-72	-4	-9	-1.1	11	-12	6	72*
CCc1ccc(NC(=O)c2cnc3n(c2=O)CCS3)cc1	-4	-6	3	0	-10	-1.5	-14	-3	nt	-3
Cn1nc(C(=O)NCCc2ccc3c(c2)OCCO3)c2ccccc2c1=O	-3	-15	-15	-1	-15	1.0	-5	1	7	15
O=C(O)CCSc1nnc(COc2cccc3ccccc23)n1-c1cccc(Cl)c1	0	3	10	-1	-12	0.2	0	7	-2	-10
CC(=O)Nc1ccc(S(=O)(=O)N(CC(=O)O)Cc2ccccc2)cc1	0	-9	19	1	-9	-0.4	5	25	-2	-19
CCOc1cccc(-c2nn(-c3ccccc3)cc2/C=C(/C#N)C(=O)NCCCn2ccnc2)c1	-3	-11	6	-9	-6	0.9	1	-18	-1	-6
COc1cc(C(=O)Nc2ccc(Nc3ccccc3)cc2)cc(OC)c1OC	4	-3	-79	-2	-12	-1.7	-6	-1	2	79*
COc1ccc(N(CC(=O)Nc2cc(C)on2)S(=O)(=O)c2ccc(Cl)cc2)cc1	-4	0	2	-1	-8	-0.5	-5	2	-1	-2
Cc1nc2cc(C(=O)OCC(=O)NC34CC5CC(CC(C5)C3)C4)ccc2n1-c1ccccc1	7	-5	-1	4	-9	1.1	-8	-9	-1	1
COC(=O)[C@H](Cc1ccccc1)NC(=O)NCCc1ccc(OC)cc1	1	-3	12	-2	-12	-1.4	14	20	1	-12
S=C(Nc1ccc(Cl)cc1Cl)N1CCCCC1	1	-3	11	0	-10	-0.7	4	-5	0	-11
Oc1ccc2ccccc2c1CNc1cnc2ccccc2c1	2	-13	-23	-2	-10	-1.2	-2	11	-4	23
CC(C)NC(=O)CSCc1c(F)cccc1Cl	0	3	11	-2	-4	-0.2	4	16	1	-11
Cc1ccc(SC[C@H](Cc2ccccc2)N2CCN(CC(C)C)CCC2=O)cc1	-23	-6	12	-5	-15	1.3	-9	-9	nt	-12
COc1ccc(CCNC(=O)CCN2C(=O)C(C)Oc3ccc(C)cc32)cc1OC (configuration not stated)	0	-5	-27	-1	-9	0.8	-3	11	0	27
C=C1CCN(C(CC(C)C)C(=O)OC)S(=O)(=O)c2ccccc21 (configuration not stated)	-7	-3	-8	-9	-5	-0.7	-1	-4	nt	8
CCCOc1c(Br)cc(C(=O)OCC(=O)NC(=O)c2cccn2C)cc1OC	2	1	-17	0	-6	1.6	0	-4	-3	17
Cc1ccc(NS(=O)(=O)c2ccc3c(c2)CC(=O)N3)cc1F	3	8	6	1	-4	-2.1	2	-5	0	-6
CCOCCCN(C(=O)Cn1nnc(-c2ccc(C)o2)n1)C(C(=O)NCC1CCCO1)c1ccc(F)cc1 (configuration not stated)	1	-13	nt	1	5	-0.2	-9	4	-1	nt
Cc1ccc(C23OCCN2CCn2nc4ccccc4c23)cc1 (configuration not stated)	2	0	-1	2	-8	0.2	8	12	nt	1
COc1ccc(C2N(C(=O)CN3CCOCC3)CCN2S(=O)(=O)c2ccccc2)cc1 (configuration not stated)	1	-8	-4	1	-10	2.8	1	8	0	4
NC(N)=NCc1cccc(I)c1	-4	-7	-5	-2	-21	-1.7	-9	2	nt	5
NNC(=O)CC(=O)NC1(Cc2ccc(O)cc2)CCCCC1	2	-6	3	0	-14	1.4	-5	-16	-1	-3
COc1ccc(NC(=S)NNc2ccc(C(=O)O)cc2)cc1	-4	5	-6	4	6	1.3	-2	28	15	6
Cc1ccc(-c2nnn(CC(=O)N(CC3CCCO3)C(C(=O)NC3CCCC3)c3ccc(F)cc3)n2)o1 (configuration not stated)	1	-5	37	-2	7	0.1	-1	26	-5	-37
CCOc1ccc(CN(C)C(=O)CNC(=O)c2ccccc2)cc1	0	-21	11	-1	4	-2.0	-2	6	-1	-11
C=CC[C@@H](CC(=O)NCCO)C(=O)NCCOC(=O)[C@@H](CC=C)Cc1ccc(F)cc1	0	5	15	1	11	1.5	-4	24	nt	-15
CCSc1nnc(NC(=O)NC(C)(C(F)(F)F)C(F)(F)F)s1	-6	-18	-9	-2	-19	-0.4	-11	5	-3	9
O=C(Cn1c(=O)oc2cc(S(=O)(=O)N3CCCC3)ccc21)Nc1ccc(C(F)(F)F)cc1	-2	0	nt	-7	-16	3.3	-7	-5	-1	nt

Four records drawn at random from those above, as already listed:
SMILES	DAGLB inhibitor	RTF Ca sens inh	SR-BI DiI-HDL act	Keap1-Nrf2 PPI	PvdQ acylase	LANA DNA inh	PKA-R2B activ	Arrestin-AP2 inh	NSD2 HMT inh	SR-BI DiI inh
O=C(CCSc1ccccc1)NCCSc1ccccn1	-3	12	34	1	6	-1.4	-5	19	6	-34
COc1ccc(N(CC(=O)Nc2cc(C)on2)S(=O)(=O)c2ccc(Cl)cc2)cc1	-4	0	2	-1	-8	-0.5	-5	2	-1	-2
O=C(Cn1c(=O)oc2cc(S(=O)(=O)N3CCCC3)ccc21)Nc1ccc(C(F)(F)F)cc1	-2	0	nt	-7	-16	3.3	-7	-5	-1	nt
NNC(=O)CC(=O)NC1(Cc2ccc(O)cc2)CCCCC1	2	-6	3	0	-14	1.4	-5	-16	-1	-3

Next section:
SMILES	DAGLB inhibitor	RTF Ca sens inh	SR-BI DiI-HDL act	Keap1-Nrf2 PPI	PvdQ acylase	LANA DNA inh	PKA-R2B activ	Arrestin-AP2 inh	NSD2 HMT inh	SR-BI DiI inh
COc1ccccc1CC(=O)N1CCC(n2nccc2NC(=O)C2CCOC2)CC1 (configuration not stated)	0	-7	-20	-2	-13	-0.8	-2	3	-3	20
O=C1CN(C(=O)/C=C/c2cccc(Cl)c2)c2ccccc2N1	0	0	-19	-9	-1	0.2	-4	35	-2	19
O=C(NCC1CCCO1)c1ccc(/C=N/O)nc1 (configuration not stated)	1	-12	22	-4	-17	0.5	0	6	-2	-22
COc1ccc(C(=O)Nc2ccccc2C(=O)N/N=C/c2ccc(O)c(OC)c2)cc1	1	0	-31	0	-6	9.1	6	2	-1	31
CC(C)CN(C(=O)COC(=O)c1ccc(C#N)cc1)C1CCS(=O)(=O)C1 (configuration not stated)	-5	-12	-5	-3	-9	0.0	-10	8	-1	5
Cc1nn(C)c(C)c1C1C(C#N)=C(N)Oc2n[nH]c(C)c21 (configuration not stated)	1	-4	8	0	-4	1.4	1	-1	-5	-8
CCOC(=O)/C(=N\Nc1ccc(Cl)cc1)c1csc(Nc2ccccc2)n1	-5	10	-110	1	-4	1.6	1	2	nt	110*
Cc1cc(C)c(S(=O)(=O)NCc2cccs2)cc1C	-5	-2	-5	-8	-13	1.9	-9	-6	-6	5
C/C(=N\O)c1ccc(Cl)cc1Cl	-2	1	-29	-2	2	-0.5	0	33	0	29
COc1ccc(Cc2nnc(NC(=O)Nc3ccc(C)cc3)s2)cc1OC	-4	-6	nt	0	12	-2.4	7	10	-3	nt
CC1CC(C)CN(C(=O)CSc2nnc(-c3ccc(Cl)cc3)o2)C1 (configuration not stated)	-1	0	5	-5	-6	1.6	0	4	nt	-5
COc1cccc(Nc2nc3ccccc3n3cnnc23)c1	-1	1	nt	-3	-2	1.6	-7	10	nt	nt
COc1ccc(C(C)=O)cc1CSc1ccc(S(=O)(=O)N2CCCCC2)cn1	-5	-3	-42	-7	-8	-0.9	-10	-21	nt	42
Cc1ccc(-c2nc(N=Nc3ccc(O)cc3)n[nH]2)cc1	6	-6	-12	-4	-11	0.6	-10	2	8	12
COc1ccc(NC(=O)c2cc3n(n2)C(C(F)(F)F)CC(c2ccc4c(c2)OCO4)N3)cc1OC (configuration not stated)	0	-2	-30	2	-14	0.4	6	-8	nt	30
O=C(NCN1CCN(CCO)CC1)c1cnccn1	1	-22	36	-8	6	2.0	-1	-4	-4	-36
CCCC(=O)Nc1nc(C)c(-c2csc(Nc3ccccc3C)n2)s1	4	-1	-29	4	-12	-1.1	-5	4	nt	28
O=C(Nc1nnc(CCN2CCOCC2)s1)C1CCCCC1	2	0	3	-6	-3	0.1	-3	-2	-1	-3
CCN1c2ccc(S(=O)(=O)N3CCOCC3)cc2N(Cc2ccc(OC)cc2)C1C (configuration not stated)	0	1	6	-8	-15	2.4	1	-14	2	-6
CCC1Oc2ccccc2N(CC(=O)NC2CC2)C1=O (configuration not stated)	-2	7	1	-2	8	-0.3	6	10	-8	-1
O=C(COC(=O)Cc1c[nH]c2ccccc12)Nc1cccc2ccccc12	-2	3	20	-1	-6	-0.5	9	0	2	-20
COc1ccc(NC2=CC(c3cccc(OC)c3)N(c3ccc(OC)cc3)C2=O)cc1 (configuration not stated)	0	0	-4	-4	-4	-1.5	-10	9	52*	4
CCC(=O)Nc1cccc(C(=O)/C=C/c2ccc(F)cc2)c1	3	-14	-10	-11	9	0.8	-12	0	31	10
Cc1occc1C(=O)Nc1ccc([N+](=O)[O-])cc1Br	-2	-3	-26	-6	-11	-0.5	-5	0	2	26
